Compound activity from PubChem BioAssay.
NOD2 inhibition – NOD2 signaling inhibitors, cell-based, luminescence, uHTS, HEK293 (AID 1566) | HEK293 NOD2/NF-kB luciferase reporter, luminescence; higher % means a stronger effect | inhibition, % at 4 µM, or EC50 in µM where a hit was titrated | 290,000 tested, 0.63% active; note: many of its hits are not listed in these tables
KOR beta-arrestin-1 – KOR agonists, beta-arrestin recruitment, primary screen, cell-based, luminescence, uHTS (AID 1777) | Kappa-type opioid receptor (Homo sapiens) | KOR beta-arrestin recruitment, luminescence; higher % means a stronger effect | one-dose activation, % at 10 µM; EC50 in µM for titrated hits | 280,000 tested, 0.02% active; in the data active = activation above about 50%, passing the limit was not always enough; note: a part of the inactive calls stands beside numbers as strong as those of hits
NOD1 inhibition – NOD1 signaling inhibitors, primary screen, cell-based, luminescence, uHTS (AID 1578); NOD1-driven NF-kB luciferase reporter cells, luminescence; higher % means a stronger effect; inhibition, % at 4 µM; hits with a dose series show EC50 in µM; 290,000 tested, 1% active; in the data active = inhibition mostly above about 36%, no sharp cut-off; inactive = mostly below about 34%;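 note: HEK-293T reporter cells stimulated with the NOD1 agonist gamma-tri-DAP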
KOR beta-arrestin-2 – KOR antagonists, beta-arrestin recruitment, cell-based, luminescence, uHTS (AID 1778); Kappa-type opioid receptor (Homo sapiens); KOR beta-arrestin recruitment, luminescence, antagonist mode; higher % means a stronger effect; inhibition, % at 10 µM, or IC50 in µM where a hit was titrated; 290,000 tested, 0.091% active; note: strong numbers were not always called active
Yfh1-off respiration – enhancers of respiration in Yfh1-depleted yeast, dose response, Friedreich's ataxia, plus single-dose screen (AID 1465); S. cerevisiae Yfh1-off respiration, WST-1 reduction, 72 h; higher fold induction means a stronger effect; fold induction at 50 µM, or EC50 in µM where a hit was titrated; 220,000 tested, 0.074% active;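 active = fold induction of absorbance versus untreated yeast above a set limit, then at least 30% activation at any dose in follow-up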;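 note: activators that raise dye reduction in frataxin-depleted yeast; strong numbers were not always called active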
TNAP activation fold – human TNAP enzyme activators, primary screen, biochemical, luminescent, no phosphate acceptor, uHTS (AID 1001); purified TNAP, luminescent activation assay, no phosphate acceptor; higher activation fold means a stronger effect; activation fold at 20 µM, or EC50 in µM where a hit was titrated; 200,000 tested, 0.03% active; in the data active = activation fold from about 3, or a potency from the dose series; inactive = the rest, 99 in 100 with activation fold below about 1.6; note: many of its hits are not listed in these tables
ER stress rescue – rescue of cells from ER stress-induced death, primary screen, 384-well, CSM14.1, thapsigargin, ATP luminescence (AID 1222); CSM14.1 thapsigargin-induced death rescue, ATP luminescence; higher % means a stronger effect; cellular ATP content (survival), % at 20 µM; hits with a dose series show EC50 in µM; 190,000 tested, under 10 active;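 active = EC50 below 50 µM in the dose-response confirmation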;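 note: death triggered by thapsigargin at about 15 µM added after 2 h compound pretreatment; cell ATP read after overnight thapsigargin exposure of roughly 18 to 22 hours; normalized against plate controls of thapsigargin alone and 5% DMSO vehicle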
NTR1 agonist – agonists of NTR1, primary screen, imaging, U2OS cells, beta-arrestin-GFP, high content (AID 493036). Neurotensin receptor type 1 (Homo sapiens), P30989. NTR1-U2OS beta-arrestin-GFP spot imaging, agonist mode. activation, % at 20 µM. 330,000 tested, 0.17% active;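 active = activation at or above 40% of the spot to cytoplasm intensity ratio, with at least 20 cells analyzed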;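 note: 0% = DMSO without peptide and 100% = 100 nM NTR1 peptide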
Target sequence (P30989 whole entry, looked up): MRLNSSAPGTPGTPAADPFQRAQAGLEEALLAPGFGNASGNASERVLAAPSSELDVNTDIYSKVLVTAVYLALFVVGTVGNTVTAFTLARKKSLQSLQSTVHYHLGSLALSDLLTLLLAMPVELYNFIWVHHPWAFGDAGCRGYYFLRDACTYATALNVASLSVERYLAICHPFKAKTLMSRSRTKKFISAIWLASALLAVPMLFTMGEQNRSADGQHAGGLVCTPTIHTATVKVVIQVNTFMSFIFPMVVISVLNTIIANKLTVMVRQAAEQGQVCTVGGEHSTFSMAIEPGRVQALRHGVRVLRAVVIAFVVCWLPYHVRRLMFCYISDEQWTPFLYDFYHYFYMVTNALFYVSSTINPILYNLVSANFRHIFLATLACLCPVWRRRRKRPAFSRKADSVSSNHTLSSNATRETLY
GPR55 beta-arrestin – GPR55 agonists via beta-arrestin recruitment, primary screen, imaging, U2OS cells, beta-arrestin-GFP redistribution (AID 1961); G-protein coupled receptor 55 (Homo sapiens); activation, % at 10 µM; hits with a dose series show EC50 in µM; U2OS GPR55 beta-arrestin-GFP redistribution imaging; higher % means a stronger effect; 290,000 tested, 0.048% active;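 active = activation above 40% with more than 50 cells counted in the well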;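 note: U2OS osteosarcoma cells stably expressing GPR55 and beta-arrestin-GFP; plate controls were DMSO negative control for no effect and LPI positive control for full effect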
NTR1 agonist cell count 20 µM – further read-out of NTR1 agonist, marked with its call; cell count; measured here: cell count, cytotoxicity flag
The depositor's hits bear a star; i = inactive; / = no result given; [ ] = remark or other dose. Cut-off read from the data, not from the text of the source, unless noted: active = inhibition above about 50%; inactive = the rest. The list is partial, so the mix of outcomes need not match the whole.

canonical_smiles	NOD2 inhibition	KOR beta-arrestin-1	NOD1 inhibition	KOR beta-arrestin-2	Yfh1-off respiration	TNAP activation fold	ER stress rescue	NTR1 agonist	NTR1 agonist cell count 20 µM	GPR55 beta-arrestin
CC1CCCCN1CCCNc1ccc(C(CC(N)=O)NC(=O)Cc2ccc(Br)cc2)cc1[N+](=O)[O-] (configuration not stated)	1%	-2.7%	-2%	-50%[20 µM]	/	/	/	-2.1	89	2.0%
O=C(CSc1cccc2cccnc12)N/N=C/c1ccncc1	7%	-4.6%	-33%	-4%	i	1.1	-1.0%	-0.4	41	-0.3%
CC(C)(/C=N/NC(=O)CSCc1ccc(Cl)cc1)CCC#N	14%	-3.6%	-23%	-22%[20 µM]	i	1.1	-0.3%	1.3	46	0.0%
Cc1onc(-c2ccccc2Cl)c1C(=O)Nc1ccc2c(c1)OCO2	-12%	4.1%	-49%	-10%	i	1	-1.4%	3.6	34	-0.1%
CC(=O)Nc1ccc(Sc2ncccc2C(=O)Nc2cc(Cl)cc(Cl)c2)cn1	5%	2.5%	-42%	11%	i	1	0.1%	1.8	50	-0.1%
O=C1Cc2cccc3cccc1c23	2%	-0.5%	-24%	2%	i	1	0.9%	-1.1	46	-0.1%
O=C(NCCCc1ccccc1)c1ccncc1	6%	3.3%	20%	6%	i	1.1	-1.8%	-1.8	77	-0.2%
Cc1ccc(NC(=O)CNCc2cccs2)c(Br)c1	-14%	-6.4%	-54%	-14%[20 µM]	/	/	/	0.7	72	0.8%
O=C(CN1CCN(S(=O)(=O)c2ccc3ccccc3c2)CC1)N1CCc2ccccc2C1	4%	-1.9%	-10%	15%	i	1.1	2.7%	1.1	40	-0.1%
CC(=O)Nc1ccc(N=Cc2c(O)c3ccccc3oc2=O)cc1	0%	1.2%	-8%	-20%	/	/	/	-0.5	87	-0.2%
O=[N+]([O-])c1ccc(S(=O)(=O)NCCc2ccncc2)cc1	6%	-4.7%	-28%	5%	i	1	-0.7%	0.4	38	0.2%
CSc1ccccc1C(=O)Nc1nccs1	5%	5.2%	24%	-110%	i	1	-2.7%	-0.4	69	0.3%
O=C(c1ccc(F)cc1)N1CCN(c2ccc(N3CCOCC3)nn2)CC1	11%	/	-5%	-1%	i	/	/	-0.6	60	-0.1%
COc1ccc(OCCSc2ncn[nH]2)cc1	-4%	0.1%	0%	7%	i	1.1	-0.1%	-0.5	78	0.2%
CS(=O)(=O)N1CCN(c2ccccc2NC(=O)c2cc(Br)ccc2Cl)CC1	21%	-3.6%	-11%	-29%	i	1.1	1.7%	0.0	85	0.4%
O=C(OCCN1C(=O)c2ccccc2C1=O)C1CCN(S(=O)(=O)c2cccs2)CC1	0%	-0.3%	5%	0%	i	1	-2.0%	1.3	79	-0.2%
COC(=O)c1ccc(C(=O)NC2CCCc3c2cnn3-c2ccccc2F)nc1 (configuration not stated)	-18%	-5.6%	6%	-60%	/	/	/	1.3	58	-0.2%
O=C(C1=C[C@@H](c2ccccc2)C[C@@H](OCc2ccc(CO)cc2)O1)N1CCOCC1	4%	-3.5%	-20%	2%	i	1.1	-2.9%	3.9	75	1.8%
Cc1ccc(S(=O)(=O)N2c3ccccc3NC(=O)CC2C)cc1 (configuration not stated)	8%	-3.7%	-11%	5%	i	1.2	-3.1%	0.9	90	0.1%
COc1nonc1NC(=O)CSc1nc2ccccc2[nH]1	7%	-0.2%	0%	-2%	i	1	0.2%	-0.6	59	0.3%
CN(Cc1ccccc1)Cc1nc2c(c(=O)n(C)c(=O)n2C)n1CCCc1ccccc1	-5%	-0.6%	-6%	12%	i	1.1	/	10	46	-0.2%
O=C(CSc1n[nH]c(=O)n1Cc1ccco1)Nc1ccccc1	3%	5.4%	-12%	23%	i	/	/	-0.5	59	-0.2%
O=C(CO/N=C/c1ccc(OC(F)F)cc1)NCc1ccc(F)cc1	3%	5.7%	33%	-13%	i	1	-0.5%	-0.3	32	-0.3%
COc1ccc(CCNC(=O)COC(=O)CCC(=O)c2ccc(F)cc2)cc1	-7%	-3.7%	-32%	-11%	i	1	-2.5%	0.5	67	-0.3%
O=C(CCCN1C(=O)c2ccccc2C1=O)Nc1ccc(S(=O)(=O)N2CCOCC2)cc1	1%	-0.8%	-10%	43%	i	1.1	-0.4%	-0.7	82	0.2%
COC(=O)[C@H](C)NC(=O)Nc1cc(OC)ccc1OC	-8%	-3.0%	-16%	4%	i	1.1	-0.7%	0.2	93	0.2%
Cc1c(C(=O)c2ccccc2)oc2ccc3ccccc3c12	-211%	1.4%	-15%	-12%	i	/	/	1.1	57	-0.1%
CC1(C)Cc2ccccc2C(N)=C1C#N	0%	3.2%	-7%	17%	i	1.1	-3.8%	2.1	80	-0.1%
COc1ccccc1NC(=O)NN1CCCCC1	17%	-4.8%	-25%	8%	/	/	/	-0.8	42	-0.2%
Cc1ccc(C(=O)Nn2cnnc2)c(Cl)c1	11%	0.8%	-4%	-12%	/	/	/	0.9	55	0.2%
Cc1nn(CC(=O)NCC2CCCO2)c(=O)c2ccccc12 (configuration not stated)	0%	-10%	-12%	6%	i	1.1	1.7%	-2.6	79	-0.2%
CCOC(=O)COc1ccc2c(=O)c(-c3ccccc3)coc2c1	0%	1.1%	-5%	-12%	i	/	/	2.9	46	0.0%
N#Cc1c(-c2ccccc2)cc(-c2ccccc2)nc1SCC(=O)O	-31%	3.3%	-10%	-29%	/	/	/	0.2	106	0.0%
CCOC(=O)Cc1cc(=O)n2[nH]c(C)c(-c3ccc(OC)cc3)c2n1	-2%	-0.9%	-21%	4%	i	0.9	/	0.8	56	-0.1%
COc1ccc(Nc2nc(N3CCCC3)c3ccccc3n2)cc1	11%	17%	0%	-20%	i	1.1	0.3%	15	39	0.0%
CCc1cccc(NC(=O)Cn2c(=O)n(CCC(=O)NCC3CCCO3)c(=O)c3cc(OC)c(OC)cc32)c1 (configuration not stated)	8%	0.2%	-9%	-21%	/	/	/	-1.7	47	0.0%
OCCCNc1ncnc2c1cnn2-c1ccc(Cl)cc1	-136%	2.3%	6%	-58%	/	/	/	-0.3	84	-0.1%
CC(C)(C)NC(=O)NC(=O)CN1CCN(S(=O)(=O)/C=C/c2ccccc2)CC1	4%	-2.7%	-22%	-8%	/	/	/	1.8	55	-0.2%
CN1CC(c2ccc(C#N)cc2)C2(COc3ccccc3C2=O)C12C(=O)Nc1ccccc12 (configuration not stated)	5%	0.3%	6%	-19%	i	1	5.2%	6.7	84	0.2%
CCOc1ccc2[nH]c(C(=O)N/N=C/c3cc(OC)c(OC)c(OC)c3)cc2c1	17%	-5.2%	8%	4%	/	/	/	5.3	94	-0.1%
O=C(CSc1n[nH]c(=O)[nH]c1=O)N/N=C/c1ccccc1	0%	-1.2%	-25%	-23%	i	1.1	1.2%	-0.6	76	-0.3%
CCN(Cc1cc(=O)oc2cc(C)ccc12)c1ccccc1	14%	1.5%	-22%	-4%	/	/	/	1.3	47	0.3%
CN(C)c1ccc(/C=N/NC(=O)c2nnn(-c3nonc3N)c2COc2ccc(F)cc2)cc1	-2%	-3.5%	-8%	1%	i	/	/	0.6	41	0.7%
CCCCCCNC(=O)CCCCCNS(=O)(=O)c1ccc(OC)cc1	1%	0.6%	-22%	1%	i	1.1	-4.0%	-2.3	58	-0.1%
Cc1ccc(NC(=O)Nc2cccs2)nc1	-59%	14%	-1%	-54%	i	1	-0.2%	-2.0	89	0.5%
CCn1c(SCC(=O)OC(C)C)nnc1-c1cccc(Cl)c1	-1%	-12%	2%	14%	i	1	1.1%	1.6	45	-0.2%
CC(NC(=O)CN1CCN(c2ccc(Cl)cc2)CC1)c1ccccc1 (configuration not stated)	5%	-1.7%	-22%	10%[20 µM]	/	/	/	0.3	67	0.4%
O=C(Nc1cccn(Cc2c(Cl)cccc2Cl)c1=O)c1c(Cl)cccc1Cl	-4%	17%	12%	0%	i	1	-0.6%	0.4	52	0.2%
CC(C)[C@H]1C(=O)Nc2ccccc2N1C(=O)N[C@@H](Cc1ccccc1)C(=O)N[C@@H](C(=O)O)c1ccccc1	9%	/	-15%	9%[20 µM]	/	/	/	-0.1	82	-0.2%
CCn1c(=O)n(CC(=O)NCC2CCCO2)c(=O)c2c3c(sc21)COC(C)(C)C3 (configuration not stated)	-13%	-6.0%	3%	11%	/	/	/	0.6	48	0.6%
O=C(c1ccccc1[N+](=O)[O-])N(CCc1ccccc1)Cc1ccccc1	7%	4.9%	-10%	2%	/	/	/	1.0	67	0.0%
Cc1nc(N=C(N)N)nc2c(C)cccc12	-57%	-8.4%	10%	8%	i	1.1	-4.4%	3.3	44	-1.2%
CC(C)(C)Cn1c(=O)[nH]c(=O)c2cc([N+](=O)[O-])cnc21	13%	0.5%	-19%	-2%	i	1	-2.0%	1.5	69	-0.5%
COc1ccc(CNc2nc3ccccc3n2Cc2ccc(Cl)cc2)cc1OC	15%	6.7%	-3%	-16%	i	1.1	2.8%	4.7	43	-0.3%
O=C1CN(C(=O)C2CCC(=O)N(CCc3ccc(Cl)cc3)C2)CCN1 (configuration not stated)	9%	-0.4%	-21%	18%	/	/	/	-0.3	59	-0.1%
COc1ccc(C(=O)C2CCCN(C(=O)CCNC(C)=O)C2)cc1OC (configuration not stated)	20%	2.3%	53%	-22%[20 µM]	/	/	/	0.9	66	0.3%
CC1(C)N=C(C(=O)c2ccccc2)N(O)C1(C)O (configuration not stated)	-5%	3.7%	8%	-35%	i	1	-2.0%	-0.6	51	0.4%
COc1ccccc1NS(=O)(=O)c1ccc(C)c(NS(=O)(=O)c2cc(C(=O)O)cc(C)c2C)c1	-1%	-3.5%	-11%	7%	/	/	/	0.2	46	0.0%
Cc1cccc(N2CCN(C(=O)c3ccc(N4CCCC4=O)cc3)CC2)c1C	12%	9.9%	14%	34%	/	1.1	1.9%	0.1	81	0.3%
CCCCOc1cccc(C(=O)N(Cc2cccs2)C2CCS(=O)(=O)C2)c1 (configuration not stated)	15%	5.7%	2%	-10%	i	1.1	0.5%	2.6	70	-1.0%
